UTI89 phage lysis: inhibition of K1F phage lysis, E. coli UTI89, bacterial capsule biogenesis inhibitors, alamar blue (AID 488966); E. coli UTI89 K1F phage lysis, alamar blue, 2 h; higher % means a stronger effect; 340,000 tested, 0.02% active; inhibition, % at 100 µM; hits with a dose series show IC50 in µM;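 active = phage lysis inhibition, versus mean bacterial control, above a set limit; inconclusive = no clear call, values can overlap the other calls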;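 note: capsule biogenesis inhibitors block K1F phage lysis so surviving cells raise fluorescence; higher fluorescence means more inhibition of phage lysis; actives were called in the ten point dose series up to 300 µM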
Hep lipid drop: inhibitors of hepatocyte lipid droplet formation, primary screen, imaging, high-throughput imaging, BODIPY stain; AID 1656, 2009; inhibition, % at 6.5 µM; AML12 mouse hepatocytes, oleate lipid droplets; 240,000 tested, 0.4% active;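 active = lipid droplet intensity inhibited by at least 50%, with more than 500 cells counted; inconclusive = wells with under 300 cells, treated as cytotoxic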
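Material – mouse AML12 hepatocyte cell line, fixed after treatment · Compound dosing – one dose, 6.5 µM compound · Times – compound with oleate, overnight · Measured by – Image-based BODIPY and DAPI two-channel analysis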
Myeloid diff MLP: induction of myeloid progenitor differentiation, primary screen, cell-based, flow cytometry, MLPCN library. ER-HoxA9 myeloid progenitors, lysozyme-GFP differentiation. calls only at 10 µM. 360,000 tested, 1% active. AID 624256, 2012;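 active = normalized GFP-positive differentiation at or above the plate's own cutoff, the solvent-only control mean plus 3 SD; inconclusive = no clear call, values can overlap the other calls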;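 note: cells exposed to compound for four days before flow analysis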
Hep lipid drop cells 6.5 µM: further read-out of Hep lipid drop, marked with its call; cell count; measured here: cell count, cytotoxicity flag;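 cells counted across two imaged fields per well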
Myeloid diff MLP GFP+ MAC1+ %: recorded beside Myeloid diff MLP, whose call it bears; GFP+ MAC1+ double positive, %; measured here: differentiation confirmed by MAC1 staining
* marks the source's active call; other numbers are inactive results; i = inactive; ? = inconclusive; . = not tested or not shown; + = active, no number; [ ] = dose if it differs, or a comment. An excerpt (hit frequency here may not be typical).

SMILES | UTI89 phage lysis | Hep lipid drop | Hep lipid drop cells 6.5 µM | Myeloid diff MLP | Myeloid diff MLP GFP+ MAC1+ %
CSCCC(NC(=O)c1ccccc1)C(=O)NCCc1ccccc1 (stereo unspecified) | 0.2% | 0 | 827 | i | 0.5
O=C(NC1CCCCC1)c1ccc2c(c1)OCCO2 | 0.7% | 22 | 743 | i | 0.8
CCOc1ccc(NC(=O)C2CCCN2S(=O)(=O)c2ccc3c(c2)C(C)(C)C(=O)N3C)cc1 (stereo unspecified) | 0.5% | 8 | 705 | i | 2.5
CN(CC(=O)Nc1ccc(F)cc1)C(=O)C1CC(=O)N(Cc2ccccc2)C1 (stereo unspecified) | 2.1%[50 µM] | 5 | 868 | i | 0.8
COc1ccc(C(C)=O)c(Oc2cc(NN3CCCCC3)c([N+](=O)[O-])cc2[N+](=O)[O-])c1 | 2.7% | -2 | 786 | i | 1.3
O=C1CC(N2CCN(c3ccc(F)cc3)CC2)C(=O)N1c1ccc(F)cc1 (stereo unspecified) | 0.0% | 2 | 829 | i | 0.3
Cc1cc(NC(=O)CNCC(c2ccccc2)N(C)C)c([N+](=O)[O-])cc1C (stereo unspecified) | -0.2% | 7 | 853 | i | 0.9
COc1ccccc1OCc1cc(C(=O)N2CCCC(OCc3cccnc3)C2)no1 (stereo unspecified) | -0.1% | 8 | 878 | i | 0.6
CC(=O)N/C(=N\c1nc(C)cc(C)n1)Nc1ccccc1Cl | 0.4% | -1 | 812 | i | 0.1
Nc1ccc(S(=O)(=O)Nc2nccc(/C=C/c3ccc([N+](=O)[O-])cc3)n2)cc1 | -1.0% | -4 | 697 | i | 1.6
COc1cc2[nH]c(C(=O)N(C)Cc3ccccc3)cc2c(OC)c1OC | -0.4%[50 µM] | 4 | 823 | i | 0.1
Cc1ccccc1NS(=O)(=O)c1ccc(C(=O)NN2CCCCC2)cc1 | 0.7%[50 µM] | 7 | 739 | i | 0.5
CC1CN(C(=O)c2ccc(COc3ccccc3Cl)o2)CC(C)O1 (stereo unspecified) | 0.6% | -9 | 684 | i | 1.0
Cc1ccc(C)c(N2CCN(S(=O)(=O)CC34CCC(CC3=O)C4(C)C)CC2)c1 (stereo unspecified) | -1.1% | -15 | 883 | i | 1.4
Fc1ccc(CNCc2ccc3c(c2)OCO3)cc1 | 0.2% | 5 | 824 | i | 0.3
O=C(CN1CCOCC1)Nc1ccc(OC(F)(F)F)cc1 | -0.2% | 10 | 841 | i | 0.3
O=C(NCc1ccc(Cl)cc1)C1CCCN1C(=O)Nc1ccc(F)cc1 (stereo unspecified) | 0.7% | 1 | 798 | i | 0.8
CCN(CC)C(=O)c1ccc(COc2ccc(Cl)c(C)c2)o1 | 0.2% | -19 | 794 | i | 0.4
O=C(NC1CCCCCC1)c1ccc(CS(=O)(=O)Cc2ccccc2F)o1 | 0.2% | 13 | 727 | i | 0.9
Cc1cc(C)c(OCC(O)CN2CCN(C(=O)c3ccccc3)CC2)c(C)c1 (stereo unspecified) | -1.2% | -5 | 819 | i | 0.5
Clc1cccc(CN2CCc3c([nH]c4ccccc34)C2)c1Cl | 0.5% | -14 | 791 | i | 0.5
COc1ccc(N2Cc3ccc(OC)c(OC)c3C2=O)cc1 | 0.2% | 20 | 729 | i | 0.4
CCOC(=O)C1(Cc2ccccc2C)CCCN(C(=O)c2ccc(OC)o2)C1 (stereo unspecified) | -0.2% | -22 | 761 | i | 0.8
COc1cc(/C=N\NC(=O)c2ccc(C)nc2)ccc1OC(=O)c1cccc(F)c1 | 0.1% | -2 | 788 | i | 0.3
O=C(Nc1cccc(-c2csc(Nc3ccccc3)n2)c1)c1cc([N+](=O)[O-])cc(C(F)(F)F)c1 | 2.6% | 2 | 757 | i | 0.8
The list continues.
SMILES | UTI89 phage lysis | Hep lipid drop | Hep lipid drop cells 6.5 µM | Myeloid diff MLP | Myeloid diff MLP GFP+ MAC1+ %
Cc1ccc(O)c(NC(=O)c2cc(-c3ccco3)on2)c1 | 0.0% | 3 | 736 | ? | .
C=CCNc1nc(Cl)nc(Nc2cc(Cl)ccc2OC)n1 | 1.3% | 4 | 859 | i | 0.1
CCC1CCCCN1CCCNC(=O)C1CCN(S(=O)(=O)N2CCC3(CC2)OCCO3)CC1 (stereo unspecified) | 0.8% | 18 | 754 | i | 0.4
CCOc1ccc(CN2CCC(n3nccc3NC(=O)CCCc3ccccc3)CC2)cc1 | 0.0% | 6 | 686 | ? | .
CC(C)Oc1cccc(C(=O)Nc2ccc(N3CCN(C)CC3)cc2)c1 | -0.3% | 0 | 787 | i | 0.6
O=C(NCc1ccccc1)C1CCC(=O)N(CCCN2CCCC2=O)C1 (stereo unspecified) | 6.3% | -3 | 800 | i | 3.4
Cc1c(C(=O)N2CCCCC2)c(S(=O)(=O)N2CCN(c3ccc(Cl)cc3)CC2)c(C)n1C | -0.1% | 15 | 687 | i | 4.8
CS(=O)(=O)N1CCN(c2ccc(NC(=O)COc3ccccc3[N+](=O)[O-])cc2)CC1 | 0.3%[50 µM] | -6 | 672 | i | 2.1
CCOC(=O)c1c(S(=O)(=O)N2CCC(C)CC2)c(C)n(C)c1C | 0.0% | -1 | 663 | i | 0.2
Cc1csc(NC(=O)c2cccnc2)n1 | 0.1% | -4 | 798 | i | 1.1
CCc1ccc(C(C)NC(=O)C2CCCC2)cc1 (stereo unspecified) | 1.1% | -27 | 808 | i | 0.9
Cn1cc(CN2CCC(n3nccc3NC(=O)c3ccccc3Cl)CC2)c2ccccc21 | 1.2% | -8 | 712 | i | 2.6
CCOc1ccc(-c2[nH]ncc2-c2ccc(Cl)cc2)c(O)c1 | 0.1% | 8 | 692 | i | 0.9
O=C(CSc1nc2ncccc2[nH]1)NCc1ccco1 | 0.1% | 0 | 706 | i | 1.3
COc1ccc(NC(=O)CN(c2c(C)cccc2C)S(C)(=O)=O)cc1 | -0.8% | 1 | 885 | i | 0.4
CCOc1ccccc1/C=C/c1onc(C)c1S(=O)(=O)N1CCC(C(=O)NC(C)(C)C)CC1 | 0.6% | -27 | 638 | i | 6.3
CCc1nnc(NC(=O)CSc2ccc(Cl)cc2)s1 | 0.3% | 8 | 806 | i | 0.4
CCCCc1ccc(NC(=O)CSc2nnc(C)c(=O)n2N)cc1 | -0.2% | 81* | 842* | i | 1.1
COc1cccc(OC)c1C(=O)Nc1ccccc1C(=O)N1CCCC1 | 1.8%[50 µM] | -16 | 683 | i | 1.1
Cc1cc(=O)n2nc(N3CCCC(C(=O)NC4CCC(C)CC4)C3)sc2n1 (stereo unspecified) | 0.0% | -19 | 712 | i | 0.0
CCc1ccc(N(CC(=O)N2CCN(Cc3ccccc3)CC2)S(C)(=O)=O)cc1 | 0.1% | -1 | 809 | i | 0.5
Cc1ccc(CN2[C@@H]3c4ccccc4C[C@@H]3OCCS2(=O)=O)cc1 | 0.2% | -2 | 789 | i | 3.0
COC(=O)C1CN(C(=O)COc2ccc(Cl)cc2C)c2ccccc2O1 (stereo unspecified) | 0.4% | -9 | 803 | i | 0.9
CC(C)(C)c1nnc(NC(=O)CCS(=O)(=O)c2ccccc2)s1 | 0.3% | 7 | 833 | i | 1.1
COc1ccc(/C=C2/C(=O)C(C)(C(C)C)CCC2C)cc1 (stereo unspecified) | -0.2%[50 µM] | 2 | 708 | i | 7.5

Looked up above.
COc1ccc(NC(=O)CN(c2c(C)cccc2C)S(C)(=O)=O)cc1 in UTI89 phage lysis → -0.8%
Cc1ccc(CN2[C@@H]3c4ccccc4C[C@@H]3OCCS2(=O)=O)cc1 in Myeloid diff MLP GFP+ MAC1+ % → 3.0
Cn1cc(CN2CCC(n3nccc3NC(=O)c3ccccc3Cl)CC2)c2ccccc21 in Myeloid diff MLP GFP+ MAC1+ % → 2.6
Cc1c(C(=O)N2CCCCC2)c(S(=O)(=O)N2CCN(c3ccc(Cl)cc3)CC2)c(C)n1C in UTI89 phage lysis → -0.1%
Cc1ccc(O)c(NC(=O)c2cc(-c3ccco3)on2)c1 in Hep lipid drop → 3

Laid out differently: entries from further up.
Molecule	UTI89 phage lysis	Hep lipid drop	Hep lipid drop cells 6.5 µM	Myeloid diff MLP	Myeloid diff MLP GFP+ MAC1+ %
C=CCNc1nc(Cl)nc(Nc2cc(Cl)ccc2OC)n1	1.3%	4	859	i	0.1
CCC1CCCCN1CCCNC(=O)C1CCN(S(=O)(=O)N2CCC3(CC2)OCCO3)CC1 (stereo unspecified)	0.8%	18	754	i	0.4

Additional compounds follow:
SMILES | UTI89 phage lysis | Hep lipid drop | Hep lipid drop cells 6.5 µM | Myeloid diff MLP | Myeloid diff MLP GFP+ MAC1+ %
CCOC(=O)c1c(SCC(=O)Nc2nccs2)nc(C)c(C)c1C | 1.5%[50 µM] | -7 | 626 | i | 1.1
COC(=O)C1=CN(c2ccc(Cl)cc2)C=C(C(=O)OC)C1c1ccc([N+](=O)[O-])cc1 | 0.0% | -3 | 812 | i | 0.9
CC(=O)N1CCc2c(sc(NC(=O)Cc3ccccc3)c2C(N)=O)C1 | 1.1% | -2 | 746 | i | 0.7
Cc1ccc(S(=O)(=O)NCC(C)NC(=O)CN2CCOCC2)cc1 (stereo unspecified) | 0.1% | 24 | 746 | i | 0.5
CCCn1c(SCC(=O)NCC)nc2sc3c(c2c1=O)CCC3 | -0.1% | -22 | 709 | i | 0.4
COc1ccc(Cl)cc1NC(=O)CSc1nc(N2CCOCC2)nc(N2CCOCC2)n1 | 0.1% | 21 | 859 | i | 2.0
CC1=C(C(=O)OCC2CCCCC2)C(c2cccc(O)c2)NC(=O)N1 (stereo unspecified) | -1.0%[50 µM] | -3 | 789 | i | 0.5
COc1cc(NC(=O)c2c(OC)cccc2OC)ccc1NC(=O)c1cc2ccccc2o1 | 0.5% | 0 | 807 | i | 0.7
CCCn1c(CCNC(=O)c2ccco2)nc2ccccc21 | 0.1% | -13 | 777 | i | 1.0
CCn1c2c(c(=N)c3ccccc31)CCC2 | -0.9% | 2 | 671 | i | 0.4
CC(C)(C)NC(=O)C1CC1(c1ccccc1)c1ccccc1 (stereo unspecified) | -0.1% | -14 | 408 | i | 0.3
CCOc1ccc(C(=S)N2CCCC2)cc1OCC | -1.4% | -1 | 843 | i | 0.7
CCc1nnc(NS(=O)(=O)c2ccc(NC(=O)c3cccc(OC)c3)cc2)s1 | 0.2% | 9 | 730 | i | 3.2
Cn1cnnc1SCC(=O)N/N=C/c1ccc(OCC(N)=O)cc1 | 3.3% | 4 | 728 | i | 0.4
Cc1cc(C(=O)N2CCN(Cc3ccccc3)CC2)ccc1[N+](=O)[O-] | -0.2% | 0 | 800 | i | 0.6
CC1(C)Cc2c(cnn2-c2ccc(F)cc2)C(NC(=O)CN2CCCC2=O)C1 (stereo unspecified) | 1.2% | 8 | 693 | i | 0.7
COc1ccc(Cn2c(CO)cnc2SCC(=O)Nc2cccc(NC(C)=O)c2)cc1 | 0.1% | -15 | 698 | i | 9.1
Cc1ccc(C(=O)NCC2CCCO2)cc1S(=O)(=O)N1CCCCC1 (stereo unspecified) | 0.5%[50 µM] | 2 | 713 | i | 4.0
Cn1cc(S(=O)(=O)N2CCCC2)cc1C(=O)N1CCN(c2cccc(Cl)c2)CC1 | 4.0% | -27 | 784 | i | 1.8
COc1ccc(N2CCN(C(=O)c3ccc(-c4ccccc4)cc3)CC2)cc1 | -0.1% | -1 | 831 | i | 0.8
COc1cc(OC)cc(C(=O)N[C@H](C(=O)NCc2ccc(F)cc2)C(C)C)c1 | 0.3% | -12 | 779 | i | 0.3
COc1ccc(CCNc2nc(-c3ccc(F)cc3)c(CC(=O)O)s2)cc1OC | -0.8% | -9 | 731 | + | 1.4*
O=C(NCCCN1CCOCC1)c1c(F)c(F)c(F)c(F)c1F | 0.8%[50 µM] | 0 | 864 | i | 0.0
O=C1c2ccccc2C(=O)N1CCOc1cccc(Br)c1 | 0.1%[50 µM] | -6 | 675 | i | 0.4
Cc1ccc(S(=O)(=O)NCCC(=O)OCC(=O)NC(=O)c2cccn2C)cc1 | 0.0% | 4 | 705 | i | 0.3
CCOc1ccc(NC(=O)CN2C(=O)CSc3ccc(S(=O)(=O)N4CCCC4)cc32)cc1 | 0.3% | -2 | 706 | i | 3.5
CCc1ccc(CNC(=O)c2ccc(OC)c(OC3CCN(C(C)C)CC3)c2)nc1 | 0.0% | -7 | 644 | i | 1.0
Cc1c(OC(C)C(=O)NCCCN2CCOCC2)ccc2c3c(c(=O)oc12)CCCC3 (stereo unspecified) | 0.4% | -2 | 751 | i | 2.7

6 entries out of the list above, ordered by the number in Myeloid diff MLP GFP+ MAC1+ %, ascending.
Compound | Myeloid diff MLP GFP+ MAC1+ %
CC(C)(C)NC(=O)C1CC1(c1ccccc1)c1ccccc1 (stereo unspecified) | 0.3
CCN(CC)C(=O)c1ccc(COc2ccc(Cl)c(C)c2)o1 | 0.4
Clc1cccc(CN2CCc3c([nH]c4ccccc34)C2)c1Cl | 0.5
CC(C)Oc1cccc(C(=O)Nc2ccc(N3CCN(C)CC3)cc2)c1 | 0.6
CCc1ccc(CNC(=O)c2ccc(OC)c(OC3CCN(C(C)C)CC3)c2)nc1 | 1.0
CS(=O)(=O)N1CCN(c2ccc(NC(=O)COc3ccccc3[N+](=O)[O-])cc2)CC1 | 2.1
